Lipid storage S3 – qHTS Assay for Lipid Storage Modulators in Drosophila S3 Cells; Drosophila S3 cells, BODIPY lipid droplet fluorescence, 18-24 h; cells fed with added oleic acid; lipid storage change, negative = inhibition, % at the top dose, mostly 46.1 µM; hits show Potency in µM; 0.64% of 320,000 active; AID 2685, 2010; active = well fitted inhibition curve with a large enough effect in the signal ratio, with a control signal flat, not every such curve was filed as active; inconclusive = small, poorly fitted or top-dose-only effect, or effect the other way, or a change in a side signal; the % refers to the signal ratio
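Drosophila S3 cells got compounds at several concentrations plus oleic acid (400 uM solution). Laser-scanning cytometry with 488 nm excitation read lipid droplets at 500-530 nm and cells at 575-640 nm. Percent activity was relative to 20 uM Triacsin C.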
Lipid storage S3 cell count max – further read-out of Lipid storage S3, marked with its call; cell number change, %; measured here: cell count max response;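 cells counted by Cell Tracker Red CMTPX staining in the red channel; peak over a dose series mostly up to 46.1 µM; percent activity relative to internal control wells on each plate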
Active calls of the source: *; i = inactive; ? = inconclusive; nt = not tested or not shown. % is set by controls: 0 for no effect and ±100 for the full control effect; potency is the fitted concentration of half-maximal effect. Not all compounds are listed. The share of hits here may be higher or lower than overall.

Lipid storage S3 cell count max | Lipid storage S3 | SMILES
-10 | -1% | Cc1c(Cl)cccc1NC(=O)CC1NCCNC1=O (stereo not drawn)
nt | ? | O=[N+]([O-])c1ccc(O)c(/C=N/Nc2nn[nH]n2)c1
-1 | 4% | COc1ccc(C(=O)Nc2ccc(S(=O)(=O)Nc3nccc(C)n3)cc2)cc1
nt | ? | COc1cc2c(cc1OC)-c1cc3ccc4c(c3c[n+]1CC2)OCO4
nt | ? | COc1ccc(Cn2nnnc2CN2CCc3ccccc3C2)cc1
nt | ? | CCc1nc(N2CCC3(CC2)OCCO3)c2nnn(Cc3ccccc3Cl)c2n1
nt | ? | COc1ccc(C(=O)NNC2=NS(=O)(=O)c3ccccc32)cc1OC
nt | ? | COc1ccc(NS(=O)(=O)c2ccc3c(c2)NC(=O)CO3)cc1
nt | ? | COc1ccc2cc(CN(Cc3cccnc3)S(=O)(=O)c3ccccc3)c(=O)[nH]c2c1
nt | ? | COc1cc(NC(=O)CSc2ccc3c(c2)OCCO3)cc(OC)c1OC
2 | 2% | CC1CCC2(CC1)NC(=O)N(CC(=O)Nc1ccc(N3CCOCC3)cc1)C2=O (stereo not drawn)
nt | ? | CSc1cccc(N/C(=N/S(=O)(=O)c2ccccc2)NN)c1
-2 | -15% | O=C(CN1CCN(S(=O)(=O)/C=C/c2ccccc2)CC1)Nc1ccccc1N1CCOCC1
nt | ? | COc1ccc(C(=O)NC(=C(Cl)Cl)S(=O)(=O)c2ccc(C)cc2)cc1
-9 | 15% | Cc1cccc(Nc2ccccc2C(=O)NCc2ccco2)c1C
nt | ? | COc1ccc(CCNC(=O)c2cccnc2)cc1
nt | ? | O=C1/C(=C\c2c(NCCOCCO)nc3ccccn3c2=O)SC(=S)N1Cc1ccco1
-6 | i | CN(CC(=O)NCCCc1ccccc1)Cc1ccc(Br)cc1
2 | -10% | Cc1ccccc1-n1c(-c2ccco2)n[nH]c1=S
nt | i | CSc1ccccc1OCc1cc(C(=O)NCc2cccc(C)n2)no1

Structures above that have sulfur (11):
Lipid storage S3 cell count max | Lipid storage S3 | SMILES
-1 | 4% | COc1ccc(C(=O)Nc2ccc(S(=O)(=O)Nc3nccc(C)n3)cc2)cc1
nt | ? | COc1ccc(C(=O)NNC2=NS(=O)(=O)c3ccccc32)cc1OC
nt | ? | COc1ccc(NS(=O)(=O)c2ccc3c(c2)NC(=O)CO3)cc1
nt | ? | COc1ccc2cc(CN(Cc3cccnc3)S(=O)(=O)c3ccccc3)c(=O)[nH]c2c1
nt | ? | COc1cc(NC(=O)CSc2ccc3c(c2)OCCO3)cc(OC)c1OC
nt | ? | CSc1cccc(N/C(=N/S(=O)(=O)c2ccccc2)NN)c1
-2 | -15% | O=C(CN1CCN(S(=O)(=O)/C=C/c2ccccc2)CC1)Nc1ccccc1N1CCOCC1
nt | ? | COc1ccc(C(=O)NC(=C(Cl)Cl)S(=O)(=O)c2ccc(C)cc2)cc1
nt | ? | O=C1/C(=C\c2c(NCCOCCO)nc3ccccn3c2=O)SC(=S)N1Cc1ccco1
2 | -10% | Cc1ccccc1-n1c(-c2ccco2)n[nH]c1=S
nt | i | CSc1ccccc1OCc1cc(C(=O)NCc2cccc(C)n2)no1

Continued.
Lipid storage S3 cell count max | Lipid storage S3 | SMILES
nt | ? | CC(C)C[C@H](NC(=O)C1CCN(S(=O)(=O)c2ccccc2)CC1)C(=O)NCc1cccnc1
-13 | 3% | Cc1ccc(CN2C(=O)CCC2C(=O)NCc2ccco2)cc1 (stereo not drawn)
nt | i | Cn1ccnc1SCCNC(=O)C1CCC(=O)N(Cc2ccc(Cl)cc2)C1 (stereo not drawn)
3 | -6% | O=C(O)c1ccc2c(c1)C(=O)N(c1cc([N+](=O)[O-])ccn1)C2=O
-16 | -4% | O=C1Nc2cc(Cl)c(Cl)cc2N(O)N1c1cccc(Cl)c1
7 | -1% | CC(=O)Nc1ccc(S(=O)(=O)Nc2cccc(-c3cn4cccnc4n3)c2)cc1
nt | ? | O=C(Cn1ncc(N2CCOCC2)c(Br)c1=O)c1ccc(Cl)cc1
7 | 2% | CCOC(=O)CSc1nc2sc3c(c2c(=O)n1-c1ccc(OCC)cc1)CCN(C)C3
7 | 9% | CC1Sc2ccc(S(=O)(=O)CCC(=O)NC3CCCCCC3)cc2NC1=O (stereo not drawn)
nt | ? | CCn1c(SCC#N)nc2ccccc2c1=O
-13 | -4% | CSC1=NC2(CC(c3ccccc3)Oc3cc(O)ccc32)CC(C)(C)N1 (stereo not drawn)
nt | ? | CC1(C)CC(=O)C=C(c2ccc(-c3ccccc3)cc2)C1
-19 | i | O=C(CCN1C(=O)/C(=C/c2ccccc2)SC1=S)N[C@@H](CO)Cc1ccccc1
nt | ? | CCCn1c(C)cc(=O)c2cc(NC(=O)c3cnccn3)ccc21
-28 | -8% | Cc1ccc2nc(NC(=O)COC(=O)c3ccncc3)sc2c1
11 | 5% | COc1ccc(-c2c(C)oc3c(CN4CCOCC4)c(O)ccc3c2=O)cc1OC
nt | ? | CCOC(=O)c1c(NC(=O)CSc2nnc(Cc3csc(N)n3)n2C)sc(C)c1C
nt | ? | CC1=C(C(=O)OCCCCCl)C(c2cc3c(cc2Br)OCO3)NC(=O)N1 (stereo not drawn)
3 | 9% | Cc1ccc(NC(=O)c2cc([N+](=O)[O-])ccc2NCc2cccnc2)cc1Cl
nt | ? | COc1ccccc1CCc1nnc(N)s1

(more compounds)
Lipid storage S3 cell count max | Lipid storage S3 | SMILES
-7 | -12% | O=C(Cn1ccc2ccccc2c1=O)NCCC(=O)N1CCN(c2cccc(C(F)(F)F)c2)CC1
-21 | -2% | CC(C)OC(=O)c1cccnc1N1CCN(c2cccc(Cl)c2)CC1
nt | ? | Cc1cccc(NC2=C/C(=N/S(=O)(=O)c3cccs3)c3ccccc3C2=O)c1
nt | ? | COc1ccc(C(=O)Nc2ncccc2C)cc1S(=O)(=O)N1CCCc2ccccc21
nt | ? | CCN(Cc1ccccc1)C(=O)CSc1nncn1C
nt | ? | Cc1nc(NC(=O)c2ccc([N+](=O)[O-])cc2Cl)sc1C(=O)N(C)C
nt | ? | O=C1C=CN(C(=O)Oc2ccccc2)CC1
4 | -15% | CCCn1c(NC(=O)C2CCN(S(=O)(=O)c3cccs3)CC2)nc2ccccc21
nt | ? | CCNc1nc(NC(C)C)nc(OCCNS(=O)(=O)c2cc(C)ccc2C)n1
nt | ? | C=C1C2(C(=O)NCc3ccco3)CCC(C2)C1(C)C (stereo not drawn)
nt | ? | O=C(NC1CCCCC1)C(c1ccccc1)N(C(=O)Cc1ccsc1)c1ccccc1 (stereo not drawn)
3 | -9% | COc1cccc(C(=O)NC2(C(F)(F)F)N=C3SCCN3C2=O)c1 (stereo not drawn)
0 | -9% | Nc1nc2c(F)cccc2s1
nt | ? | CC1(C)CC(=O)C2=C(C1)OC(N)=C(C#N)C21C(=O)N(Cc2ccccc2Cl)c2ccccc21 (stereo not drawn)
3 | 7% | CCC(=O)N/C(=N/c1nc(C)cc(C)n1)Nc1ccc(OC)cc1
-3 | 2% | CCC(NC(=S)Nc1ccccc1)C(=O)O (stereo not drawn)
nt | ? | CCc1nnc(NS(=O)(=O)c2ccc(NC(=S)NC(=O)/C=C/c3ccc(C(C)C)cc3)cc2)s1
-2 | 13% | CC1=NN(c2ccc([N+](=O)[O-])cc2)C(=O)/C1=C\N(C)C
-3 | i | Oc1cccc(Nc2ncnc3ccccc23)c1
nt | ? | CCc1ccc(OCC(O)CN2CCN(c3ccc(OC)cc3)CC2)cc1 (stereo not drawn)

(list continues)
Lipid storage S3 cell count max | Lipid storage S3 | SMILES
nt | ? | Cc1ccc2nc3c(cc(C(=O)NC4CCCCC4)c(=N)n3C3CCCCC3)c(=O)n2c1
nt | ? | CCOC(=O)CN(C(=O)CSc1nnc(-c2ccncc2)n1CCCN(C)C)c1ccccc1
nt | ? | CS(=O)(=O)C1=C(O)C(=O)N(c2ccccc2)C1c1ccccc1 (stereo not drawn)
2 | 4% | O=C(NCc1cccnc1)c1ccccc1NS(=O)(=O)c1ccccc1
11 | i | O=C(NN=C1CCCC1)c1ccc(Cl)cc1
-9 | 2% | CC(Sc1nnc(C2CC2)n1C1CC1)C(=O)c1ccc(F)cc1 (stereo not drawn)
-2 | 4% | Cc1ccccc1N1C(=O)C(Cc2ccc(F)cc2)S/C1=C(\C#N)C(N)=O (stereo not drawn)
0 | 2% | CN(C)S(=O)(=O)c1cccc(NC(=S)Nc2cccc3cnccc23)c1
nt | ? | COC(=O)C1=C(C)N(c2ccc(F)cc2)/C(=C/c2ccc(O)cc2)C1=O
4 | -1% | CCCC(=O)OC1CCS(=O)(=O)c2sccc21 (stereo not drawn)
nt | ? | CCC(=O)Nc1ccc(C(=O)CSc2nnc(-c3ccc(NS(=O)(=O)CC)cc3)o2)cc1OC
nt | ? | COc1ccc2cc(S(=O)(=O)Nc3ccccn3)ccc2c1
nt | ? | Cc1ccc(CN2CCc3c(OCc4ccc(F)cc4)cccc3C2=O)cc1
1 | -20% | Cc1cc(NC(=O)C2CC=CCC2C(=O)O)ccc1NC(=O)c1ccccc1 (stereo not drawn)
1 | -2% | CC(=O)c1c(C)oc2c1C(=O)c1ccccc1C2=O
nt | ? | CCOc1ccc2ccccc2c1C(=O)NCC(c1ccc(N(C)C)cc1)N(C)C (stereo not drawn)
6 | -3% | COc1ccc(OC)c2[nH]c(=O)c(CCNC(=S)NC(C)(C)C)cc12
nt | i | CCn1c(CCNC(=O)c2ccc(Cl)cc2)nnc1SCC(=O)NC1CCCC1
nt | ? | COc1ccc(Cl)cc1C(=O)NNC(=O)CSc1nnnn1C
nt | ? | Cc1c(S(=O)(=O)N2CCCC(C(=O)O)C2)cnn1C (stereo not drawn)

Other records follow.
Lipid storage S3 cell count max | Lipid storage S3 | SMILES
nt | ? | CCOc1ccccc1C(=O)NC1CC2CCCC(C1)N2C1CC1 (stereo not drawn)
nt | ? | CCNc1nc(NC(C)C)nc(Oc2ccc(OCCOc3ccccc3)nn2)n1
2 | 11% | C=CCc1c(C)nc2ccc(C(=O)OCC)cc2c1Cl
nt | ? | CCCN(CC1CC1)C(=O)COC(=O)c1ccc(CNS(=O)(=O)c2ccc(F)c(Cl)c2)cc1
-1 | -9% | COc1ccccc1NCc1nnc(-c2ccccc2)o1
nt | -26% | O=[N+]([O-])c1cccc(-c2nnc(-c3ccccc3)o2)c1
3 | -26% | Cc1sc2nc3ccc(NCc4ccco4)nn3c(=O)c2c1C
nt | ? | Cc1nn(C2CCS(=O)(=O)C2)c(Cl)c1/C=C/C(=O)OCC(N)=O (stereo not drawn)
nt | ? | COc1cc([N+](=O)[O-])ccc1NC(=O)CN1CCCC1
nt | ? | Cc1cccc(-c2nc(CS(=O)CC(=O)N3CC(C)CC(C)C3)c(C)o2)c1 (stereo not drawn)
nt | ? | O=C(O)C1=C[C@H](c2cccs2)C[C@H](OCc2ccc(CO)cc2)O1
nt | 10µM* | O=[N+]([O-])/C=C/c1cn(Cc2ccccc2)c2ccccc12
nt | ? | CCOC(=O)N1CCC(NCCNC(=O)c2ccccc2)CC1
nt | ? | COc1cc(OC)cc(C(=O)NCCS(=O)(=O)N2CCN(Cc3ccccc3)CC2)c1
nt | ? | COc1ccc(N(C)S(=O)(=O)c2cccc(C(=O)N3CCN(S(=O)(=O)c4ccc(C)cc4)CC3)c2)cc1
17 | -4% | Cc1ccc(S(=O)(=O)c2cnc3cc(C)nn3c2N)cc1
19 | 7% | O=C(NCc1ccc(Cl)cc1)C1CCN(S(=O)(=O)c2ccc(N3CCCC3=O)cc2)CC1
3 | i | CCCC(C(=O)NCc1ccco1)N(C(=O)CNS(=O)(=O)c1ccccc1)c1ccccc1OC (stereo not drawn)
nt | ? | NC(=O)c1ccc2c(c1)OCCO2
4 | 8% | CCCCCC(=O)Nc1cccc(C2=NOC3(C2)C[C@H](C(N)=O)N(C(=O)c2ccccc2)C3)c1 (stereo partly drawn)

Among those listed so far, two contain a CF3 group:
Lipid storage S3 cell count max | Lipid storage S3 | SMILES
-7 | -12% | O=C(Cn1ccc2ccccc2c1=O)NCCC(=O)N1CCN(c2cccc(C(F)(F)F)c2)CC1
3 | -9% | COc1cccc(C(=O)NC2(C(F)(F)F)N=C3SCCN3C2=O)c1 (stereo not drawn)

Next results follow:
Lipid storage S3 cell count max | Lipid storage S3 | SMILES
nt | ? | COc1ccc(OC(=O)c2cccc([N+](=O)[O-])c2)c(C(=O)/C=C/c2cccs2)c1
nt | -11% | c1csc(-c2nc3ccccc3[nH]2)c1
-7 | 0% | Cc1cc(C(=O)CSc2nnc3c(Cl)cc(Cl)cn23)c(C)n1C
8 | 14% | COCCn1c(=O)c2ccccc2c2ccccc2c1=O
nt | ? | COc1ccc(CCNC(=O)c2cc(C(=O)c3cc(C)ccc3O)cn(CCc3ccc(OC)cc3)c2=O)cc1
nt | ? | CC(C)(C)OC(=O)NCCCC[C@@H](C(=O)N1CCN(C(=O)OC(C)(C)C)CC1)n1cc(CCC(=O)O)nn1
0 | 9% | CSc1nnc(-c2cnccn2)n1C
-9 | -13% | Cc1ccc(C(=O)N2CCCC(C(F)(F)F)C2)cc1S(=O)(=O)N1CCOCC1 (stereo not drawn)
nt | ? | CCOc1ccc(C(=O)CC(Sc2ccc(C)cc2)C(=O)O)cc1 (stereo not drawn)
-6 | -5% | Cc1c([C@@H]2C[C@H]3CN(Cc4cccc(Cl)c4)C(=O)[C@]34CCCN24)cnn1C
nt | ? | CCOc1cc(N2CCOCC2)c(OCC)cc1NC(=O)COc1ncnc2ccc(Br)cc12
nt | ? | Cc1ccc(NC(=O)CN(C)C(=O)c2cccc(S(=O)(=O)N3CCCC3)c2)cc1
nt | ? | COc1cc(/C=N/Nc2nn3cnnc3c3ccccc23)ccc1O
-5 | 0% | Cc1nc(NC(=O)/C=C/c2ccccc2)sc1C(=O)Nc1ccccc1Cl

Screening data deposited in PubChem by National Center for Advancing Translational Sciences (NCATS).
